Luc counter: counter-screen: inhibitors of Kinase-Glo firefly luciferase | Q27757 | Kinase-Glo luciferase, ATP luminescence, 8 min | Potency, µM (titrated, usually from 38.3 µM), inactives show at the top dose activity change, negative = inhibition, hits mostly inhibitors | actives 0.28% (n = 200,000) | AID 1379; also: potency is read from the fitted curve at half-maximal effect; % is scaled to controls: 0 for no effect and ±100 for the full control effect; nearly all actives have a fitted effect of over 60% in size
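Inhibition of Kinase-Glo luciferase light generation was assessed at 10 uM ATP in pH 7.2 imidazole buffer, with luminescence measured after eight minutes at ambient temperature.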
CBFb RUNX1 block: blocks binding between human CBF-beta and RUNX1; Potency, µM (titrated, usually from 59.8 µM), inactives show at the highest dose activity, negative = inhibition, hits mostly inhibitors; AlphaScreen CBFb-His/RUNX1-biotin binding, biochemical; 230,000 tested, under 10 active; also: % of control where 0% means no effect
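Compounds were screened at multiple concentrations against a preformed CBF-beta(His)/RUNX1(biotin) complex (30 nM of each) for 15 min at room temperature, followed by 90 min with nickel and streptavidin beads and AlphaScreen reading.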
NPSR antagonist: neuropeptide S receptor (human) antagonism, cAMP; CHO-NPSR cells, cAMP TR-FRET, antagonist mode; AID 1461; actives 1% (n = 220,000); Potency, µM (series often up to 38.3 µM), inactives show top-dose activity change, negative = inhibition, usual class: inhibitors; also: potency is read from the fitted curve at half-maximal effect; % is scaled to controls: 0 for no effect and ±100 for the full control effect; nearly all actives have a fitted effect of over 50% in size; many of its hits are not listed in these tables
Target sequence (Q6W5P4 whole entry, looked up): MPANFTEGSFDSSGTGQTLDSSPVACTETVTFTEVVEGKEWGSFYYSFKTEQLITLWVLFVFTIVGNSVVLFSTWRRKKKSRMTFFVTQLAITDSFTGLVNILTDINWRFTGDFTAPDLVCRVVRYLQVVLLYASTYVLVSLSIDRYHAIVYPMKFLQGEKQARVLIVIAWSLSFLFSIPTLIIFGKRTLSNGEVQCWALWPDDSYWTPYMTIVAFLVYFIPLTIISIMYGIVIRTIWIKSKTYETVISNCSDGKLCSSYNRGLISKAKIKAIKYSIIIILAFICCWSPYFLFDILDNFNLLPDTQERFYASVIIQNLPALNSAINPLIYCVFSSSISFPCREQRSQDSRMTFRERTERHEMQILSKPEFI
Epigenetic derep: derepresses silenced GFP reporter in murine cells; AID 1865; murine LDR cells, GFP reporter derepression, 30 h; actives 0.2% (n = 280,000); Potency, µM (top dose mostly 53.9 µM), for inactives: top-dose GFP activation, hits mostly activators; also: potency is read from the fitted curve at half-maximal effect; % of control where 0% means no effect; nearly all actives have a fitted effect of over 60% in size
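Murine LDR cells bearing a silenced CMV-driven GFP reporter were exposed to compound for 30 h at 37 C. After PBS washes, GFP-positive cells (20-120 um objects) counted by laser-scanning microplate cytometry.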
Lamin A splicing: modulators of lamin A splicing. HeLa LMNA splicing GFP/RFP minigene ratio, 48 h. Potency, µM (highest dose often 46.1 µM), without a hit: top-dose ratio change, negative = inhibition, actives largely listed as inhibitors. actives 0.01% (n = 200,000). AID 1487; active = well fitted inhibition curve with a large enough effect in the signal ratio, with a control signal flat, not every such curve was filed as active; inconclusive = small, poorly fitted or top-dose-only effect, or effect the other way, or a change in a side signal; the % refers to the signal ratio; also: potency is read from the fitted curve at half-maximal effect; % is scaled to controls: 0 for no effect and ±100 for the full control effect
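S3 HeLa cells stably expressing lamin A-EGFP splicing minigene plus DsRed2, 600 cells/well, 48 h compound exposure at 37C. Laser-scanning cytometry; analysed as GFP (500-530 nm)/RFP (575-640 nm) total intensity ratio; 0.5% DMSO vehicle.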
aGal spleen mod: inhibitors or activators of human alpha-galactosidase in spleen homogenate; human spleen homogenate, 4MU-alpha-Gal fluorescence, 40 min; actives 0.008% (n = 240,000); Potency, µM (highest dose often 80 µM), for inactives: top-dose activity change, negative = inhibition, most hits filed as inhibitors; AID 2107;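 also: potency is read from the fitted curve at half-maximal effect; 0% = enzyme with vehicle and -100% = no enzyme basal signal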
Target sequence (P06280 32-429 limits assumed): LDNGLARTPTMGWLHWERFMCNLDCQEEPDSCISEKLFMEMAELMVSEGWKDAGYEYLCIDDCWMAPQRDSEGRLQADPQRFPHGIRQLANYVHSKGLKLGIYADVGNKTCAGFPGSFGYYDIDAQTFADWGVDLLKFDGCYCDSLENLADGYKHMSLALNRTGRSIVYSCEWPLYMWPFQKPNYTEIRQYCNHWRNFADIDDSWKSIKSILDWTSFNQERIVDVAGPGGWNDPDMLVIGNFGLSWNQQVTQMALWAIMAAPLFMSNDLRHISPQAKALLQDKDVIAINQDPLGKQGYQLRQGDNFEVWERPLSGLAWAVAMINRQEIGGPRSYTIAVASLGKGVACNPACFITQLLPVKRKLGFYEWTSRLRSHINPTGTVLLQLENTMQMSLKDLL
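Inhibition or activation of alpha-galactosidase in human spleen homogenate is scored by 4-MU fluorescence after 40 min at 37C, pH 5.0, with 1 mM substrate. AC50s come from concentration-response fitted to the Hill equation.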
IMPase Li cell: membrane-permeable IMPase blocker, potentiated with lithium; CHO-M1 cells, IP1 TR-FRET (IP-One), carbachol + lithium; Potency, µM (top dose mostly 59.4 µM), inactives show at the highest dose activity, negative = IMPase inhibition, most hits filed as inhibitors; actives 0.35% (n = 210,000); AID 1457;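 also: IP1 builds up when IMPase is blocked and the TR-FRET signal falls; potency is read from the fitted curve at half-maximal effect; plate controls were basal vehicle for no effect and high inhibitor control for full effect; nearly all actives have a fitted effect of over 50% in size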
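CHO cells stably expressing M1 receptor (2000/well) were cultured 16–30 h, then exposed to compounds with a small lithium addition for 30 min at 37C. IP1 was measured by TR-FRET competition; AC50 from Hill fits.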
* marks the source's active call; other numbers are inactive results; u = inconclusive; x = not tested or not shown; [ ] = remark or other dose. Unless noted, calls follow the shape of the dose curve; as a rule, active = well fitted curve in the direction sought with a large enough effect; inconclusive = small, poorly fitted or top-dose-only effect, or another doubt; inactive = no such curve, though single readings can be large; an effect the other way counts as inactive or inconclusive. These rows are one share of the data; rates above refer to the full screens.

SMILES	Luc counter	CBFb RUNX1 block	NPSR antagonist	Epigenetic derep	Lamin A splicing	aGal spleen mod	IMPase Li cell
CC(=O)Nc1ccc2nc(NC(=O)COc3ccccc3Cl)sc2c1	3%	5%	-1%	2.2%	u	8%	-5%
Cc1cccc(C(=O)N[C@H](C(=O)OCc2cc(=O)n3c(n2)sc2ccccc23)C(C)C)c1	2%	-4%	-7%[46.1 µM]	1.1%	-12%	2%	22%
Cc1ccccc1CN1CCN(CC(=O)NCc2ccc3c(c2)OCO3)C1=O	1%	0%	5%[46.1 µM]	-0.9%	u	-5%	-3%[38.3 µM]
Cc1cnc(NC(=O)CSc2nnc(COc3ccccc3)o2)s1	x	-2%	5%	0.1%	x	-4%	x
CCn1c(=S)[nH]c2nc3c(cc2c1=O)CCCC3	-8%	1%	u	-2.3%	0%	-3%	u
CC(=O)NC(=S)NNC(=O)COc1ccc([N+](=O)[O-])cc1	-4%	-3%	-4%	1.1%	x	6%	0%
O=C(CN1C(=O)CNC1=O)Nc1ccc(Cl)cc1	x	10%	10%	-2.2%	x	11%	x
CCOC(=O)c1[nH]c2ccc(OC)cc2c1NC(=O)CCN1CCC(C)CC1	-1%	-1%	-1%[46.1 µM]	3.0%	-9%	12%	21%[38.3 µM]
CCCN1CCC(NC(=O)Nc2ccc(OC)c(OC)c2)CC1	-4%	2%	u	1.4%	0%	-1%	27%[38.3 µM]
CN(c1ccccc1)c1ccc(/C=C/[N+](=O)[O-])cc1	-4%	2%	u	-1.6%	u	-6%	17%
Cc1ccc(CCCOC(=O)CN2CCCCC2)cc1	0%	9%	7%	-1.5%	x	9%	-5%
O=C1CC(C(=O)Nc2cc(Cl)ccc2Cl)n2ncnc2N1 (stereo not given)	1%	-1%	15%	-1.5%	x	-2%	-6%
COc1cc(C=O)ccc1OCCCOc1ccccc1C(=O)O	-5%	8%	u	7.4%	8%	6%	0%[38.3 µM]
Cc1noc(C)c1S(=O)(=O)N(CC(=O)Nc1ccc2c(c1)OCCO2)c1ccc(C(C)C)cc1	0%	2%	-24%[46.1 µM]	0.7%	-8%	-21%	28%[38.3 µM]
O=C(Cc1ccccc1F)NCC1(N2CCOCC2)CCCCC1	x	5%	-18%	3.2%	u	5%	x
Cc1ccn2c(C(=O)N/N=C\c3ccc4c(c3)OCO4)c(C)nc2c1	-3%	-1%	8%	1.1%	-6%	1%	-5%
COc1ccccc1NC(=O)CN1CC(=O)Nc2ccccc21	3%	6%	-5%	-0.2%	-6%[46 µM]	-2%	9%
COc1ccc(N(CC(=O)N2CCc3ccccc32)S(=O)(=O)c2c(C)noc2C)cc1	-7%	0%	u	-2.6%	u	-12%	-3%[38.3 µM]
O=C(O)c1ccc(N2C(=O)/C(=C/c3ccc(-c4ccc([N+](=O)[O-])cc4)o3)C=C2c2ccccc2)cc1	-23%	u	10µM*	-1.2%	x	5%	12%
Cc1ccc(C2NC(=O)Cc3ccccc32)cc1 (stereo not given)	-4%	-11%	-11%[46.1 µM]	-0.5%	-3%	-2%	15%[38.3 µM]
COc1ccc2nc(NC(=O)c3cccnc3SC)sc2c1	-2%	20%	1%	-1.3%	-2%	-2%	5%
CCOC(=O)Cc1csc(NC(=O)CCCN2C(=O)c3ccccc3C2=O)n1	-4%	-2%	-9%[46.1 µM]	0.0%	3%	7%	5%[38.3 µM]
COc1ccc(/C=N/NC(=O)CCc2ccccc2)cc1O	-5%	3%	-13%[46.1 µM]	1.9%	9%	3%	-15%[38.3 µM]
O=C(NCc1ccco1)c1cccc(NC(=O)c2ccccc2)c1	-2%	3%	-4%[46.1 µM]	0.0%	2%	11%	2%[38.3 µM]
CCOC(=O)CC(NC(=O)c1cc2cc(Cl)cc(Cl)c2oc1=O)c1cccc([N+](=O)[O-])c1 (stereo not given)	0%	-9%	-5%	-1.0%	-5%	-6%	5%

Following part.
SMILES	Luc counter	CBFb RUNX1 block	NPSR antagonist	Epigenetic derep	Lamin A splicing	aGal spleen mod	IMPase Li cell
O=C(NCCSCc1ccco1)Nc1ccc(Cl)cc1	-3%	-12%	-19%[46.1 µM]	0.2%	6%	12%	-2%[38.3 µM]
CCOC(=O)Cc1csc(NC(=O)c2ccc(S(=O)(=O)N(CCOC)CCOC)cc2)n1	9%	-4%	-17%	-1.5%	-4%[9.22 µM]	-2%	-1%
O=C(N/N=C/c1cccnc1)c1cc2c(ccc3ccccc32)o1	1%	10%	-5%[46.1 µM]	-0.9%	-7%	7%	-7%
O=C(O)c1cccc(NC(=O)c2ccc(S(=O)(=O)c3ccccc3)cc2)c1	0%	6%	9%	3.2%	-15%	-4%	-1%
O=C(Nc1ccncc1)c1ccc(F)cc1	0%	2%	1%[46.1 µM]	1.0%	-11%	-8%	20%[38.3 µM]
Cc1ccc(C)c(NC(=O)CCC(=O)NNC(=S)Nc2ccccc2)c1	1%	6%	4%	-0.4%	14%[46 µM]	3%	6%
OCCN(Cc1ccccc1)Cc1ccc(F)c(F)c1	5%	6%	-8%[46.1 µM]	-1.0%	-11%	3%	26%[38.3 µM]
CCN(CC)c1c([N+](=O)[O-])c(=O)oc2ccccc12	-1%	4%	15%	1.7%	x	-2%	-1%
NC(=O)c1ccccc1NS(=O)(=O)c1ccccc1	-4%	6%	-7%[46.1 µM]	-1.0%	3%	3%	18%[38.3 µM]
CCN(C(=O)c1ccccc1)c1ccc([N+](=O)[O-])cc1	-4%	22%	6%	6.0%	6%	-8%	3%
Cc1cccc(-c2noc(CN(C(=O)CCc3ccccc3)C(C)C)n2)c1	-6%	23%	-16%[46.1 µM]	0.4%	u	4%	4%[38.3 µM]
COCCCn1c(SCC(=O)NC(C)(C)C)nnc1-c1ccccc1	1%	7%	-6%[46.1 µM]	0.0%	-11%	4%	0%
C=CCn1c(SCC2CCCCO2)nc2sc(CC)cc2c1=O (stereo not given)	x	-11%	-35%	-0.9%	x	23%	x
O=C(OC1CCCCC1=O)c1ccc(S(=O)(=O)Nc2ccccc2)cc1 (stereo not given)	4%	14%	6%	1.1%	10%[46 µM]	5%	-3%
Cc1cc(C)nc(SCCn2c(N3CCOCC3)nc3c2c(=O)[nH]c(=O)n3C)n1	3%	1%	14%	-3.9%	1%[46 µM]	1%	-2%
CCOC(=O)C1=C(N)OC(CCl)=C(C#N)C1c1ccsc1 (stereo not given)	3%	1%	-1%	-0.9%	-2%	-8%	-2%
Cc1ccc(NC(=O)CN2C(=O)NC(C)(c3ccc(Cl)cc3)C2=O)cc1S(=O)(=O)N1CCOCC1 (stereo not given)	1%	-12%	2%	3.3%	u	5%	0%
CC(SCc1cn2cc(Cl)ccc2n1)C(=O)O (stereo not given)	-4%	6%	2%[46.1 µM]	-1.2%	0%	-8%	7%[38.3 µM]
COc1ccc(CNC(=O)/C=C/c2cc3c(cc2Br)OCO3)cc1	2%	6%	-8%[46.1 µM]	-0.9%	9%	-23%	9%[38.3 µM]
COc1ccc(Cl)cc1NC(=O)c1noc2c1CCCC2	11%	5%	-27%	0.0%	-2%[46 µM]	-4%	10%
CN(Cc1ccccc1)C(=O)COC(=O)c1ccc2c(c1)OCO2	-1%	4%	8%[46.1 µM]	0.0%	-10%	2%	8%
C/C(O)=C(\C#N)c1nnc2n1CCCCC2	0%	5%	8%[46.1 µM]	-1.7%	7%	-19%	-8%[38.3 µM]
COc1ccc(C([O-])=Nc2ccc[n+](-c3nc4ccccc4nc3NS(=O)(=O)c3ccccc3)c2)cc1	x	-12%	15%	4.5%	x	-10%	x
O=C(NNC(=S)Nc1ccccc1)c1cccc(S(=O)(=O)N2CCOCC2)c1	3%	-5%	-11%	-0.9%	5%[46 µM]	5%	4%
O=C(COC(=O)c1cc2ccccc2cc1O)Nc1cccnc1Cl	-2%	-4%	12%	-3.0%	-10%	-1%	-4%
Cc1ccc(C)c(NC(=S)N2CCN(c3cccc(C(F)(F)F)c3)CC2)c1	1%	0%	-9%[46.1 µM]	-0.4%	15%	6%	9%[38.3 µM]
NS(=O)(=O)c1cccn1-c1ncc(C(F)(F)F)cc1Cl	-3%	8%	5%[46.1 µM]	-6.0%	22%	2%	29%[38.3 µM]
Cc1[nH]c(=O)[nH]c(=O)c1/C=N/NC(=O)[C@@H](NC(=O)OC(C)(C)C)C(C)C	5%	3%	-9%[46.1 µM]	3.9%	6%	10%	4%[38.3 µM]
CCN(CC)S(=O)(=O)c1ccc(C)c(NC(=O)CN(C)C)c1	x	-1%	16%[46.1 µM]	0.1%	-9%	2%	x
Cc1cccc(COc2ccc(/C(O)=C3\C(=O)C(=O)N(CCN(C)C)C3c3ccncc3)cc2)c1 (stereo not given)	-1%	2%	-1%[46.1 µM]	0.0%	1%	4%	-14%[38.3 µM]

Copied from the listing for reference:
SMILES	Luc counter	CBFb RUNX1 block	NPSR antagonist	Epigenetic derep	Lamin A splicing	aGal spleen mod	IMPase Li cell
CC(=O)Nc1ccc2nc(NC(=O)COc3ccccc3Cl)sc2c1	3%	5%	-1%	2.2%	u	8%	-5%
Cc1cccc(C(=O)N[C@H](C(=O)OCc2cc(=O)n3c(n2)sc2ccccc23)C(C)C)c1	2%	-4%	-7%[46.1 µM]	1.1%	-12%	2%	22%
Cc1ccccc1CN1CCN(CC(=O)NCc2ccc3c(c2)OCO3)C1=O	1%	0%	5%[46.1 µM]	-0.9%	u	-5%	-3%[38.3 µM]
Cc1cnc(NC(=O)CSc2nnc(COc3ccccc3)o2)s1	x	-2%	5%	0.1%	x	-4%	x
CCn1c(=S)[nH]c2nc3c(cc2c1=O)CCCC3	-8%	1%	u	-2.3%	0%	-3%	u
CC(=O)NC(=S)NNC(=O)COc1ccc([N+](=O)[O-])cc1	-4%	-3%	-4%	1.1%	x	6%	0%
O=C(CN1C(=O)CNC1=O)Nc1ccc(Cl)cc1	x	10%	10%	-2.2%	x	11%	x
CCOC(=O)c1[nH]c2ccc(OC)cc2c1NC(=O)CCN1CCC(C)CC1	-1%	-1%	-1%[46.1 µM]	3.0%	-9%	12%	21%[38.3 µM]
CCCN1CCC(NC(=O)Nc2ccc(OC)c(OC)c2)CC1	-4%	2%	u	1.4%	0%	-1%	27%[38.3 µM]
CN(c1ccccc1)c1ccc(/C=C/[N+](=O)[O-])cc1	-4%	2%	u	-1.6%	u	-6%	17%
Cc1ccc(CCCOC(=O)CN2CCCCC2)cc1	0%	9%	7%	-1.5%	x	9%	-5%

High-throughput results as filed in PubChem.
